Bioassay records as filed in PubChem.
Mtb RmlCD inh: blocks M. tuberculosis RmlC and RmlD coupled enzymes; inhibition, % at 3.6 µM; RmlC+RmlD coupled enzyme assay, percent inhibition; primary screen in compound mixtures; hit rate 0.03% among 160,000; P9WH09+P9WH11; in the data active = inhibition mostly above about 34%, no sharp cut-off; also: some results filed as inactive read as strong as hits
Target sequence (P9WH09 whole entry, looked up): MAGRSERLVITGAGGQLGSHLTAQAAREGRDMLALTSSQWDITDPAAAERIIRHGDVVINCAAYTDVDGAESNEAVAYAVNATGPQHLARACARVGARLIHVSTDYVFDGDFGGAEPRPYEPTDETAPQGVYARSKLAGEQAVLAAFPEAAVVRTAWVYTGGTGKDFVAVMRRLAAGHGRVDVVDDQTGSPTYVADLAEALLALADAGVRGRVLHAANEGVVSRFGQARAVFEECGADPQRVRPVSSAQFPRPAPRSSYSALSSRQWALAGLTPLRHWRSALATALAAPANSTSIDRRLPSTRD
Target sequence (P9WH11 whole entry, looked up): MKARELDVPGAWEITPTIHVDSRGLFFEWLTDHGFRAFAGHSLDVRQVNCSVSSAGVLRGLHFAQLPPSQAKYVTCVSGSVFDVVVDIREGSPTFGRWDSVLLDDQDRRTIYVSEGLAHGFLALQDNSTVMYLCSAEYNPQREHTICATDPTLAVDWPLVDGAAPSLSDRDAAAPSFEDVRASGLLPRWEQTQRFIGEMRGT
M. tuberculosis GlmU: inhibition of mycobacterial GlmU enzyme – biochemical, glucosamine-1-phosphate acetyltransferase (AID 1376); inhibition, %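 (tested at 30 µM in the primary screen)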, or IC50 in µM where a hit was titrated; M. tuberculosis GlmU acetyltransferase enzyme assay; higher % means a stronger effect; hit rate 0.25% among 220,000; in the data active = inhibition above about 13%;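 also: 0% = complete reaction with vehicle and 100% = reaction without substrate; strong numbers were not always called active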
An asterisk follows results filed as active; / = no result given. An excerpt, so the mix of outcomes need not match the whole.

Order of values: Mtb RmlCD inh	M. tuberculosis GlmU
ClC(=C\c1ccccc1)/C=N/N1CCN(c2ccccn2)CC1
    /	1.5%
COc1ccc(OCCSc2nc3nc(C)cc(C)n3n2)cc1
    -4	-5.4%
CCOc1ccc(NC(=O)C2CCC(CNc3c(N4CCCCC4)c(=O)c3=O)CC2)cc1 (stereo unspecified)
    -14	-1.4%
Cc1cc(C)n(-c2nc(C)nc(N)n2)n1
    4	-5.2%
COc1ccc(O[C@H]2C=C[C@@H](c3ccccc3)O[C@@H]2COC(=O)CC/C(C)=N/O[C@@H](C)c2cn([C@H](CO)Cc3ccccc3)nn2)cc1
    /	4.4%
NS(=O)(=O)c1ccc(CCNC(=O)C2CCC(Cn3c(=S)[nH]c4ccccc4c3=O)CC2)cc1 (stereo unspecified)
    3	2.2%
COc1ccc(OC)c(-c2csc(NC(=O)c3ccc4c(c3)OCO4)n2)c1
    5	4.3%
CCC(C)NS(=O)(=O)c1ccc(OCC(=O)NCC2CCCO2)cc1 (stereo unspecified)
    -15	-2.8%
COc1ccccc1NCCC(=O)O
    -6	7.7%
O=C(NC1CCCCC1)N(CCN1CCCC1)Cc1cc2cc3c(cc2[nH]c1=O)OCCO3
    11	-6.1%
CC(C)CSc1n[nH]c(=S)s1
    -7	6.2%
Cc1ccc(Cn2cnc3ccccc32)cc1
    -5	-8.1%
O=C(Cn1cnc2ccccc2c1=O)NNC(=O)c1ccccc1
    -8	-0.8%
CCC(C)C(=O)Nc1ccc(OC)cc1[N+](=O)[O-] (stereo unspecified)
    -12	3.5%
CN1C(=O)C2C(c3ccc(N(C)C)cc3)=NN(Cc3ccccc3)C2C1=O (stereo unspecified)
    -9	8.5%
NC(=O)CC(NC(=S)NCc1ccccc1)C(=O)O (stereo unspecified)
    /	6.7%
Cc1nnc(NC(=O)c2ccc(S(=O)(=O)N3CCc4ccccc4C3)cc2)o1
    /	4.6%
CCS(=O)(=O)N1CCN(C(C)CCc2ccccc2)CC1 (stereo unspecified)
    /	5.6%
COc1ccccc1/C=C/C=N/n1c(-c2cc(-c3ccccc3)n[nH]2)n[nH]c1=S
    12	4.4%
COc1ccc(Br)c(C(=O)N2CCN(S(=O)(=O)/C=C/c3ccccc3)CC2)c1
    4	-3.0%
CN1CCN(CCOC2Cc3ccccc3Sc3ccc(Cl)cc32)CC1 (stereo unspecified)
    3	-4.8%
CCOc1ccccc1Oc1coc2cc(OC(=O)c3ccco3)ccc2c1=O
    8	2.8%
COc1cccc(/C=C(\C#N)C(=O)NC2CCS(=O)(=O)C2)c1 (stereo unspecified)
    1	-4.8%
COc1ccc(CN2C(=O)[C@@H]3C(c4ccccc4Cl)=NO[C@@H]3C2=O)cc1
    9	1.6%
O=C(Nc1cccc(-c2cnc3ccccc3n2)c1)c1ccc(Cl)cc1
    6	6.2%
CCCOC(=O)CCCC[C@H]1SC[C@@H](NC(=O)OC)[C@H]1NC(=O)OC
    /	-6.8%
CC1CCCCN1S(=O)(=O)c1cccc(S(=O)(=O)N2CCOCC2)c1 (stereo unspecified)
    6	4.5%
COc1ccc(-c2nn(-c3ccccc3)cc2/C=N/N2C(=O)CSC2=S)cc1
    /	2.4%
COCC(=O)Nc1ccc(C(N)=O)cc1
    /	0.8%
OCC[C@H]1C[C@@H](O)[C@H](O)[C@@]2(CCCCO2)O1
    /	-3.9%
CC(=O)c1c(C)nc(-c2ccc3c(c2)OCO3)n1O
    /	2.2%
COc1ccccc1NCC(=O)n1nc(C)cc1C
    -7	2.3%
CN(C)S(=O)(=O)c1ccc(NC(=O)COc2ncnc3sccc23)cc1
    9	4.0%
CC(C)C[C@H](NC(=O)c1nc[nH]c1C(=O)N(C)Cc1ccccc1)C(=O)OC(C)(C)C
    /	-1.7%
COc1ccc(N(C(=O)Cn2cnc3ccccc32)C(C(=O)NC2CCCCC2)c2ccccc2)cc1 (stereo unspecified)
    11	-5.5%
COCCN1CCN(c2c3c(nc4cc(-c5cccc(F)c5)nn24)CCC3)CC1
    -12	-4.0%
O=C1CCCC2=C1C(c1cccc(Br)c1)n1nc(-c3ccco3)nc1N2 (stereo unspecified)
    /	-4.8%
CCOC(=O)C1=C(c2ccc(OC)cc2)C(=O)c2ccccc2C1=O
    -14	1.4%
Cc1ccc(S(=O)(=O)NCCSc2nnnn2-c2cc(C)ccc2C)cc1
    11	1.0%
O=C(c1ccc2c3c(cccc13)CC2)C1CCCN(Cc2ccc(OCCO)cc2)C1 (stereo unspecified)
    28	-11%

2 of these compounds, set out differently.
structure: COc1ccc(-c2nn(-c3ccccc3)cc2/C=N/N2C(=O)CSC2=S)cc1
  Mtb RmlCD inh: /; M. tuberculosis GlmU: 2.4%

structure: O=C(c1ccc2c3c(cccc13)CC2)C1CCCN(Cc2ccc(OCCO)cc2)C1 (stereo unspecified)
  Mtb RmlCD inh: 28; M. tuberculosis GlmU: -11%

Profiles as entered above. Order of values: Mtb RmlCD inh | M. tuberculosis GlmU
O=C(Nc1cccc(-c2cnc3ccccc3n2)c1)c1ccc(Cl)cc1 reads 6 | 6.2%
CCCOC(=O)CCCC[C@H]1SC[C@@H](NC(=O)OC)[C@H]1NC(=O)OC reads / | -6.8%

3 structures from above, ordered by SMILES length, lowest first.
Order of values: Mtb RmlCD inh	M. tuberculosis GlmU
COCC(=O)Nc1ccc(C(N)=O)cc1
    /	0.8%
COc1cccc(/C=C(\C#N)C(=O)NC2CCS(=O)(=O)C2)c1 (stereo unspecified)
    1	-4.8%
CCCOC(=O)CCCC[C@H]1SC[C@@H](NC(=O)OC)[C@H]1NC(=O)OC
    /	-6.8%

(continued)
Order of values: Mtb RmlCD inh	M. tuberculosis GlmU
CCOc1ccc(OCC)c(NC(=O)C2CCN(S(=O)(=O)c3cnc[nH]3)CC2)c1
    /	5.3%
C[N+](C)(C)CCCNC(=O)c1ccc(/C=N/O)nc1
    -12	-0.2%
O=[N+]([O-])c1nn(-c2ccccc2)n(O)c1=NC1CCN(Cc2ccccc2)CC1
    -7	-4.4%
Cc1[nH]c2ccccc2c1/C=N/NC(=O)CNC(=O)c1ccc2c(c1)OCO2
    -8	-8.3%
C/C(=N/NC(=O)c1ccco1)c1cccc(NC(=O)c2ccc(C)o2)c1
    2	2.8%
O=C(NC1CCCCC1)C(c1ccncc1)N(Cc1ccc2c(c1)OCO2)C(=O)c1cnsn1 (stereo unspecified)
    /	0.8%
CSC1=NC2(C)CCCCC2C12C=CC(=O)C=C2 (stereo unspecified)
    /	0.8%
Cc1nc(C)c(C(=O)O)c(-c2ccsc2)c1C(=O)O
    5	6.7%
Cc1nn(Cc2ccc(Cl)cc2Cl)c(Cl)c1C(=O)O
    -5	5.0%
CCCCNS(=O)(=O)c1ccc(OC)c2ncccc12
    -3	2.9%
Cc1ccc2nc(-c3cccc(Br)c3)cc(C(=O)NC3=NCCS3)c2c1
    /	-7.3%
O=C(OCC(=O)N1CCN(c2ccccc2)CC1)C1=COCCO1
    -9	-2.2%
O=C(CCCN1C(=O)c2cccc3cccc(c23)C1=O)N1CCN(c2ccccn2)CC1
    /	-1.9%
Cc1cccc2sc(NC(=O)Cn3cccc3)nc12
    4	2.4%
OCCN1CCN(C(=S)NC2CCCC2)CC1
    4	2.5%
CCCCSc1nc2c(cc1C#N)CCC2
    5	-1.2%
COc1ccccc1OCCNC(=O)c1cc(=O)[nH]c2ccccc12
    /	2.5%
O=c1c2ccccc2nc(SCc2nnc(-c3ccccc3)o2)n1-c1ccc(F)cc1F
    /	0.4%
C=CCC1(CC=C)CCCN1C(=O)CC1C(=O)NCCN1Cc1ccc(OC)c(OC)c1 (stereo unspecified)
    -7	-5.9%
O=[N+]([O-])c1ccc(-c2nc(-c3cccs3)c(-c3cccs3)[nH]2)cc1
    /	2.1%
CC(=O)Nc1cccc(NC(=O)CSc2nnc(Cc3cccn3C)n2-c2ccc(C)cc2)c1
    /	1.3%
CCOC(=O)c1ccc(NNC(=O)CC)c([N+](=O)[O-])c1
    3	-3.3%
CCOC(=O)c1c(NC(=O)C(C)NCc2ccco2)sc2c1CCC(C)C2 (stereo unspecified)
    -6	1.1%
CC(C)OC(=O)CC(=O)CSc1nc2c(c(-c3cccs3)c1C#N)CCC2
    7	-4.3%
Cc1ccc(C)c(NC(=S)NNC(=O)c2ccco2)c1
    14	2.4%
O=C(COc1ccc(-c2ccccc2)cc1)N/N=C/c1cc(O)ccc1Br
    94	-2.1%
O=C(CSc1nnnn1-c1ccc(O)cc1)N1N=C(c2ccc3ccccc3c2)CC1c1ccccc1 (stereo unspecified)
    1	-6.4%
CCOC(=O)C1=C(C)OC(N)=C(C#N)C1c1cc2cc(C)ccc2nc1N1CCCCC1 (stereo unspecified)
    -3	/
CCCCn1c(SCC(=O)N2CCCC2)nnc1-c1ccccc1
    /	-2.7%
COc1ccccc1N1CCN(C(=O)CSc2nnc3c4ccccc4nc(Cc4ccccc4)n23)CC1
    -8	3.7%
Cc1onc(-c2ccccc2)c1-c1n[nH]c(=S)n1-c1ccccc1
    /	1.3%
Cc1cc(C)c(Nc2cc(S(=O)(=O)O)c(N)c3c2C(=O)c2ccccc2C3=O)c(C)c1
    -6	17%*
CCCCn1c(N)c(N(CCOC)C(=O)CN2CC=C(c3ccccc3)CC2)c(=O)[nH]c1=O
    0	0.7%
Cc1csc(Nc2cccc3ccccc23)n1
    -9	3.4%
CCN1CCN(C(=O)Cn2ncc3c2-c2ccccc2OC3)CC1
    -8	0.9%
Cc1cc(C(C)(C)C)oc1C(=O)NCCCNC(=O)c1oc(C(C)(C)C)cc1C
    /	-0.8%
Cc1ccc(-c2nc3cccnc3s2)cc1NS(=O)(=O)c1ccc2c(c1)CCCC2
    /	2.7%
O=C(COC(=O)c1ccc(S(=O)(=O)N2CCCCC2)cc1)NCc1ccco1
    48	3.5%
CC(Sc1nnc2c(n1)C1(C)CCC2C1(C)C)C(=O)Nc1ccccc1 (stereo unspecified)
    /	-1.1%
O=C(CSCc1ccccc1Br)N/N=C/c1ccccc1C(=O)O
    -9	0.2%
COC(=O)c1nnn(CC(=O)NC(=O)Nc2ccccc2F)c1C(=O)OC
    -1	-2.8%
N#Cc1ccc(CSC2=NCCN2)cc1
    /	-1.5%
COc1ccccc1S(=O)(=O)Nc1ccc(-c2nnc3n2CCCCC3)cc1
    14	-2.8%
COc1ccc(-n2c(=O)cc(N3CCN(Cc4ccccc4)CC3)[nH]c2=O)cc1
    5	-1.6%
COCCN1Cc2cccc(C(=O)NCCCN3CCCC3=O)c2C1=O
    -6	-3.5%
CC(=O)Nc1ccc(CN2CCCC(CO)(Cc3ccccc3C)C2)cc1 (stereo unspecified)
    -12	0.9%
COc1ccc(Cl)cc1NC(=O)CC(C)c1ccccc1 (stereo unspecified)
    11	8.1%
Cn1ccnc1C1CCCCN1Cc1nc(Cc2cccc(C(F)(F)F)c2)no1 (stereo unspecified)
    /	3.7%
Cc1cc(NC(=O)COc2ccccc2C)no1
    -11	1.3%
Cc1ccc(C)c(NC(=S)NCc2ccc3c(c2)OCO3)c1
    -9	2.4%
COC(=O)c1ccc(/C=N/NS(=O)(=O)c2cc(C)ccc2C)cc1
    /	3.7%
O=C(COc1ccc(C(=O)c2ccccc2)cc1)NC1CCCCCC1
    9	1.9%
CCOC(=O)/C(=C/c1ccc(OC(=O)c2ccccc2)cc1)C(C)=O
    6	4.9%
CSc1ncc(CN2CCN(C3CCCC3)C(CCO)C2)cn1 (stereo unspecified)
    2	1.2%
CCOC(=O)c1ccccc1NC(=O)CN(c1ccccc1C)S(C)(=O)=O
    0	0.3%
CC(NC(=O)C12CC3CC(CC(C3)C1)C2)c1ccc2c(c1)OCCO2 (stereo unspecified)
    /	2.5%
Cc1ccc(NC(=O)CSc2nnc(CNC(=O)c3cccs3)o2)cc1
    7	6.7%
O=C(c1ccccc1)N1CCCN(c2nccc(C(F)(F)F)n2)CC1
    /	6.5%
CN1CCN(C2=CC(=O)OC23CCCCC3)CC1
    /	-3.5%
CC(/C=N/NC(=O)CNc1n[nH]c(=O)[nH]c1=O)c1ccccc1 (stereo unspecified)
    3	2.2%

The listing continues.
Order of values: Mtb RmlCD inh	M. tuberculosis GlmU
Cc1ccccc1Nc1nc(N)nc(CN2CCN(C(=O)c3ccccc3)CC2)n1
    -6	-2.7%
O=C(NNS(=O)(=O)c1ccccc1[N+](=O)[O-])c1ccc(O)cc1
    6	-0.2%
O=C(O)c1ccccc1C(=O)Nc1ccc(Br)c(C(F)(F)F)c1
    6	2.2%
O=C(COC(=O)c1cc(=O)[nH]c2ccccc12)NC(=O)NC1CCCCC1
    -7	-7.7%
CCOC(=O)Cc1csc(NC(=O)c2ccc(S(=O)(=O)N3CCCC3)cc2)n1
    /	9.7%
O=C(Nc1ccc([N+](=O)[O-])cc1)c1cc2ccccc2nc1Cl
    /	4.7%
CNc1ccccc1C(=O)OCC(=O)c1ccccc1
    /	-1.2%
CCCCCCOC(=O)c1ccc(OC(=O)c2cccnc2)cc1
    /	-3.5%
CC(=O)c1cc(C#N)c(SCC(=O)C(C)(C)C)nc1C
    -6	7.5%
COc1ccc(C(=O)CN(Cc2ccccc2)C2=NCCS2)cc1
    6	-2.4%
Cc1ccc(C(=O)Nc2nncs2)cc1S(=O)(=O)N1CCOCC1
    9	3.0%
Cc1ccc2c(CSc3nnc(C4CC4)n3N)cc(=O)oc2c1C
    19	/
COc1cccc(C(=O)C2CCCN(Cc3cccc(-n4cccn4)c3)C2)c1 (stereo unspecified)
    /	2.0%
COc1cc(NC(=O)c2ccccc2-c2ccccc2)cc(OC)c1OC
    8	-2.2%
CCOC(=O)C1=C(CN2CCc3ccccc32)NC(=O)NC1c1cc(C)ccc1C (stereo unspecified)
    /	3.2%
